hERG rescue = compounds protecting human hERG from proarrhythmic drug block. Q12809. CHO-hERG, FluxOR thallium flux, dofetilide IC70 present. AID 1511. 310,000 tested, 0.51% active. activation (rescue from dofetilide block), less the hit threshold, % at 10 µM;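 active means activation above the mean of controls blocked by dofetilide plus 5 SD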;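 further: thallium influx through hERG after potassium depolarization seen as dye fluorescence rise; in these data hits start at about 4.7%; inactives centre near -7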
HDAC3 inh = inhibitors of human histone deacetylase 3; recombinant HDAC3, fluorogenic peptide/trypsin coupled, fluorescence; O15379; 320,000 tested, 0.15% active; inhibition, % at 8.3 µM; in the data active means inhibition above about 26%, passing the limit was not always enough
Target sequence (O15379 whole entry, looked up): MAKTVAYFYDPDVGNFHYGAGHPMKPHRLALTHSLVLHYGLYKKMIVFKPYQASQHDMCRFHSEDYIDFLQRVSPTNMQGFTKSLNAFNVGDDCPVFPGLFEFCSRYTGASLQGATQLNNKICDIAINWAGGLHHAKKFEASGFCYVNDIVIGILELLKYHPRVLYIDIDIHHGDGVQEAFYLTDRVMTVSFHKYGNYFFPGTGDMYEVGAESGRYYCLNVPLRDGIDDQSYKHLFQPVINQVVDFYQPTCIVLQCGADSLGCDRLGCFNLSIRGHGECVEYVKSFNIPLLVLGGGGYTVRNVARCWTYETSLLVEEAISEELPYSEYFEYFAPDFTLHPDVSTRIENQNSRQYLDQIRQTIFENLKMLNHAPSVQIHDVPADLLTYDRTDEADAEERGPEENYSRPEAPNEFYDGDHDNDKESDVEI
DYRK1A inh = inhibitors of rat Dyrk1A kinase; Q63470; ADP-Glo luminescence, NFATc1 peptide; inhibition, % at 12.5 µM; 310,000 tested, 0.43% active; AID 504441; in the data active means inhibition above about 50%;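 further: plate controls were vehicle with enzyme for no effect and no enzyme for full effect; many of its hits are not listed in these tables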
KCNK3 inh = human KCNK3 channel inhibition, primary screen; O14649; CHO-KCNK3 thallium flux, FluxOR fluorescence; hits give low values; B-score at 10 µM; 340,000 tested, 0.84% active;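 active means B-score under library mean minus 4 SD, starting fluorescence ratio at most library mean plus 5 SD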;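 further: more negative B-score means stronger inhibition of thallium flux through KCNK3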
GSK3beta inhib = blocks human GSK3beta kinase activity; 300,000 tested, 0.038% active; GST-GSK3beta kinase, ADP-Glo luminescence, 60 min; hits give low values; activity score (negative = inhibition), % at 10 µM;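 active means more than half of replicate wells score below -50%, meaning over 50% inhibition versus plate controls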;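 further: 0% = median DMSO wells and -100% = median GW8510 positive control wells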
Target sequence (P49841 whole entry, looked up): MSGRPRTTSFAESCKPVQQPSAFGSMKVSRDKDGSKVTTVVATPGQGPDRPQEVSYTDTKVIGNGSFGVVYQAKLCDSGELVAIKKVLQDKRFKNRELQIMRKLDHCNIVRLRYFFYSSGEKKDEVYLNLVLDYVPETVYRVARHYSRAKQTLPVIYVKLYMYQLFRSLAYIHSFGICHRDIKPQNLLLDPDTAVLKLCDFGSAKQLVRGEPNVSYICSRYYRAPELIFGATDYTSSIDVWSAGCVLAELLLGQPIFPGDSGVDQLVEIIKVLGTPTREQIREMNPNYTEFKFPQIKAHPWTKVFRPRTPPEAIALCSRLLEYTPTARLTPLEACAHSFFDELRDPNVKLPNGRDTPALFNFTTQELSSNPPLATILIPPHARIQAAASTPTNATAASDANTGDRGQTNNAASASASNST
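Test system: GST-tagged human GSK3beta kinase, cell-free; evaluation: activity score scaled between in-plate DMSO and GW8510 controls; measured by: ADP-Glo luminescence; incubation: 60 min reaction, RT; benchmarks: DMSO and 20 µM GW8510; reagent: peptide substrate plus 25 µM ATP (final); medium: Tris/MgCl2 kinase buffer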
RGS4 act = RGS4 potentiation or activation | 310,000 tested, 0.92% active | HEK293 M3R/inducible RGS4, carbachol calcium flux Fluo4; hits give low values | B-score at 10 µM | AID 463111;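 active means B-score of the integrated calcium signal more than 4 SD below the library mean, with starting fluorescence not abnormally high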;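 further: negative B-score means reduced calcium response which marks RGS4 activation or potentiation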
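test system = M3R-expressing HEK293 line, RGS4 induced by doxycycline | probe or stimulus = carbachol at ECmax as muscarinic agonist stimulus | timing = dye loading 30 min 37 °C, buffer rest 30 min RT | signal = calcium dye Fluo4 fluorescence | evaluation = B score from integrated fluorescence ratio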
PolyA inh = yeast polyadenylation inhibition; S. cerevisiae SKY197-pL101 polyadenylation reporter, beta-gal luminescence; efflux-impaired pdr1/pdr3 knockout yeast; score 100 = 6 SD above DMSO; calls only at 12 µM; 300,000 tested, 0.02% active; AID 1875;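 active means lowest replicate activity score at least 50, where 100 means six control SD above control mean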;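 further: yeast exposed to compound for 9 h at 30 °C; higher score means more reporter readthrough which indicates perturbed polyadenylation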
GSK3A inh = human GSK-3 alpha kinase inhibition | P49840 | ADP-Glo luminescence, 60 min | inhibition, % at 10 µM | 320,000 tested, 0.1% active | AID 2650;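 in the data active means inhibition above about 50%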;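 further: GST-tagged GSK-3 alpha with peptide substrate and 25 µM ATP; 0% = DMSO neutral wells and 100% = GW8510 positive control wells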
KCNQ1 inh = human KCNQ1 channel inhibition. P51787. CHO-K1 KCNQ1, FluxOR thallium flux fluorescence; hits give high values. B-score at 10 µM. 310,000 tested, 1.3% active;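 active means compounds whose thallium flux B-score, printed positive for inhibition, exceeds three library SD while starting fluorescence stays within three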;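 further: channel opened by potassium depolarization with thallium stimulus after 20 min compound exposure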
KCNQ1 pot = potentiates or activates the human KCNQ1 potassium channel. P51787. AID 2648. 310,000 tested, 0.35% active. CHO-K1 KCNQ1, thallium flux FluxOR fluorescence; hits give high values. B-score at 10 µM;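 active means fluorescence ratio B-score, a plate-corrected score, at least three library SD, with initial intensity B-score within 5 SD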
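Schedule – 37 °C overnight plating, 90-min dark dye load, 20-min compound pretreatment · System – stable KCNQ1 CHO-K1 line · Probe or stimulus – thallium- and potassium-containing depolarizing buffer · Measured by – kinetic FluxOR fluorescence, 10 s baseline plus 110 s post-stimulus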
KCNK9 block = human KCNK9 channel inhibition; Q9NPC2; HEK293 KCNK9, FluxOR thallium flux fluorescence; hits give low values; B-score at 10 µM; 310,000 tested, 1.2% active; AID 488922;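 active means ratio B-score over 3 SD below the library mean, with starting fluorescence within 5 SD of its mean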;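 further: negative B-score means less thallium flux so channel inhibition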
An asterisk follows results filed as active; i = inactive; . = not tested or not shown; & = joins results of further samples. The list is partial; count on the stated rates, not on these rows.

The line under a structure holds: hERG rescue, HDAC3 inh, DYRK1A inh, KCNK3 inh, GSK3beta inhib, RGS4 act, PolyA inh, GSK3A inh, KCNQ1 inh, KCNQ1 pot, KCNK9 block
- N=C(N)SCc1nc2ccccc2c(=O)n1-c1ccccc1
→ -11, -3&1, -3&8, i, -4, i, i, 2&1, i, i, i
- Cc1nnc(SCC(=O)NNC(=O)c2ccc(Br)cc2)n1C
→ -9, -2, -3, i, -1, i, i, 1, i, i, i
- C=CCN1C(=O)[C@]2(c3ccccc31)C1CCCC=C1C(C#N)=C(N)C2(C#N)C#N (stereo partly specified)
→ -2, 13, 0, i, -4, i, i, -1, i, i, i
- CCC(=O)N1CCc2cc(S(=O)(=O)CCC(=O)Nc3cccc(C)n3)ccc21
→ -3, 1, 0, i, -2, i, i, -1, i, i, i
- CNc1c([N+](=O)[O-])cnn1-c1ccc(F)cc1
→ -8, -1, 4, i, -1, i, i, -1, i, i, i
- COC(=O)c1c(NC(=O)CCNCc2ccco2)sc2c1CCC2
→ -10, 7, 3, i, 0, i, i, -1, i, i, i
- CC(CNc1ccccc1O)C(=O)O (stereo unspecified)
→ -6, -1, -10, i, 3, i, i, 1, i, i, i
- O=C(CC1C(=O)NCCN1Cc1ccc(-c2ccccc2)cc1)NCCOc1cccnc1 (stereo unspecified)
→ -6, -1, -2, i, -1, i, i, 0, i, i, i
- CCC1CCCCN1CCCNC(=O)C1CCC(Cn2c(=O)[nH]c3ccccc3c2=O)CC1 (stereo unspecified)
→ -5, -6, 8, i, 4, i, i, 0, i, i, i
- CC(C)=CCCC1(C)C=Cc2c(ccc3c2[nH]c2cc(O)c(C)cc23)O1 (stereo unspecified)
→ -5, 6, -9, i, -3, i, i, 0, i, i, i
- Cc1ccc(NC(=O)CSc2ncc(-c3ccccc3)n2C(=O)c2ccccc2)cc1
→ -5, 8, 2, i, 1, i, i, 2, i, i, i
- O=C(O)c1ccc(N2C(=O)CC(Cc3ccccc3)C2=O)cc1 (stereo unspecified)
→ -14, -2, -2, i, 2, i, i, -2, i, i, i
- CC(=O)NC1=NN(C(C)=O)C(C)(c2ccccc2)S1 (stereo unspecified)
→ -11, 5, ., i, 8, i, i, -3, i, i, i
- CCCCOCCCNC(=O)c1cccc(OC)c1
→ -6, -5, 3, i, 0, i, i, -2, i, i, i
- Cc1ncsc1CCSc1nc2ccccc2c(=O)n1C
→ -11, -2, ., i, -33, i, i, 35, i, i, i

For convenience, some entries already given:
The line under a structure holds: hERG rescue, HDAC3 inh, DYRK1A inh, KCNK3 inh, GSK3beta inhib, RGS4 act, PolyA inh, GSK3A inh, KCNQ1 inh, KCNQ1 pot, KCNK9 block
- O=C(CC1C(=O)NCCN1Cc1ccc(-c2ccccc2)cc1)NCCOc1cccnc1 (stereo unspecified)
→ -6, -1, -2, i, -1, i, i, 0, i, i, i
- CCC1CCCCN1CCCNC(=O)C1CCC(Cn2c(=O)[nH]c3ccccc3c2=O)CC1 (stereo unspecified)
→ -5, -6, 8, i, 4, i, i, 0, i, i, i
- CC(C)=CCCC1(C)C=Cc2c(ccc3c2[nH]c2cc(O)c(C)cc23)O1 (stereo unspecified)
→ -5, 6, -9, i, -3, i, i, 0, i, i, i
- Cc1ccc(NC(=O)CSc2ncc(-c3ccccc3)n2C(=O)c2ccccc2)cc1
→ -5, 8, 2, i, 1, i, i, 2, i, i, i
- O=C(O)c1ccc(N2C(=O)CC(Cc3ccccc3)C2=O)cc1 (stereo unspecified)
→ -14, -2, -2, i, 2, i, i, -2, i, i, i
- CC(=O)NC1=NN(C(C)=O)C(C)(c2ccccc2)S1 (stereo unspecified)
→ -11, 5, ., i, 8, i, i, -3, i, i, i
- CCCCOCCCNC(=O)c1cccc(OC)c1
→ -6, -5, 3, i, 0, i, i, -2, i, i, i
- Cc1ncsc1CCSc1nc2ccccc2c(=O)n1C
→ -11, -2, ., i, -33, i, i, 35, i, i, i

Next section
The line under a structure holds: hERG rescue, HDAC3 inh, DYRK1A inh, KCNK3 inh, GSK3beta inhib, RGS4 act, PolyA inh, GSK3A inh, KCNQ1 inh, KCNQ1 pot, KCNK9 block
- Cc1cc(NC(=O)CCN2C(=O)/C(=C\c3ccccc3Cl)SC2=S)no1
→ -1, 5, -1, i, 0, i, i, 1, i, i, i
- CC(C)c1ccc(NC(=O)C(c2ccccc2)N2CCN(C=O)CC2)cc1 (stereo unspecified)
→ -9, -8, -9, i, 2, i, i, -1, i, i, i
- COc1ccc(C2/C=C\CN(C(=O)C3CCCC3)CC(=O)N2Cc2ccc(F)cc2)cc1 (stereo unspecified)
→ -11, 11, 5, i, 0, i, ., -1, i, i, i
- CCn1cc(CN2CCCC(CO)(Cc3cccc(Cl)c3)C2)cn1 (stereo unspecified)
→ -11, -3, -1, i, 2, i, i, 1, i, i, i
- OC1(C#CCN2CCCC2)c2ccccc2-c2ccccc21
→ 2, 0, 27, i, 4, -7*, i, 7, i, i, i
- CC1(C)Cc2ccccc2-c2nc(NCCCO)n(-c3ccccc3)c(=O)c21
→ -14, -13, 0, i, -1, i, i, -1, i, i, i
- O=C(NCCc1ccccc1)C(=O)NCc1ccncc1
→ -8, 0, 8, i, 0, i, i, -1, i, i, i
- O=C(O)CCCN(Cc1cccc(Br)c1)S(=O)(=O)c1ccc(Br)cc1
→ -4, 1, -5, i, 6, i, i, -5, i, i, i
- CC(OC(=O)CN1C(=O)C2C3C=CC(C4CC34)C2C1=O)C(=O)c1ccccc1 (stereo unspecified)
→ -4, 7, 2, i, 3, i, i, 1, i, i, i
- Cc1cccc(C(=O)NCCc2ccccc2)c1
→ -8, -4, -3, i, -4, i, i, 0, i, i, i
- Fc1ccccc1CNC(=S)Nc1cccc(C(F)(F)F)c1
→ -17, 2, -9, i, 2, i, i, -2, i, i, i
- COc1ccc(/C=N/NC(=O)Nc2ccc3nsnc3c2)c(OC)c1
→ -2, -4, -3, i, -1, i, i, -3, i, i, i
- CCCOc1ccc(-c2cnc(N)s2)cc1
→ -5, -1, 2, i, -3, i, i, -6, i, i, i
- O=C(O)CCc1ccc(-c2ccc(F)cc2)n1CC(=O)O
→ -2, 4, 13, i, 3, i, i, 2, i, i, i
- Cc1sc2nc(SCC(=O)N3CC(C)OC(C)C3)n(C)c(=O)c2c1C (stereo unspecified)
→ -8, 1, 11, i, -1, i, i, -2, i, i, i
- O=S(=O)(c1ccc(Cl)cc1)N1CCN(c2ccccn2)CC1
→ 1, -3, 7, i, 2, i, i, -1, i, i, i
- COC(=O)c1cc(CC(=O)c2ccc(O)cc2O)c(C)o1
→ -3, 2, 3, i, 0, i, i, 2, i, i, i
- COc1cc(C)c(S(=O)(=O)N2CCCC2)cc1C
→ -5, 5, 0, i, 1, i, i, -2, i, i, i
- CCOc1ccc(-c2cc(C(=O)N/N=C/c3cccnc3)c3ccccc3n2)cc1
→ -8, ., -3, i, 2, i, i, -1, i, i, i
- O=C(O)c1cccnc1Sc1ccc(Cl)cc1
→ -7, 7, 2, i, 4, i, i, -1, i, i, i
- O=C(NCc1ccccc1)C1CCCN(C(=O)NCc2ccccc2)C1 (stereo unspecified)
→ -5, -3, 2, i, 4, i, i, 0, i, i, i
- CS(=O)(=O)N(CC(=O)N1CCC(C(N)=O)CC1)Cc1ccc(Cl)c(Cl)c1
→ -3, -1, 5, i, 2, i, i, -3, i, i, i
- CCOC(=O)c1cn(-c2c(Cl)cccc2Cl)c2cc(Cl)c([N+](=O)[O-])cc2c1=O
→ -10, 7, -3, i, -1, i, i, -2, i, i, i
- Cc1cc(C)c(S(=O)(=O)N(CC(=O)NCc2cccnc2)C2CCCCC2)c(C)c1
→ -3, 5, -3, i, 1, i, i, -4, i, i, i
- CC(C)CC1c2[nH]c3ccccc3c2CCN1C(=O)C1CCOCC1 (stereo unspecified)
→ -3, -10, -3, i, 1, i, i, -3, i, i, i
- CCn1cc(C(=O)N2CCN(c3cccc(Cl)c3)CC2)c2cc(OC)c(OC)cc2c1=O
→ -13, 12, 2, i, -1, i, i, -1, i, i, i
- CCOC(=O)c1cnc(SC)nc1Oc1cccc(NS(=O)(=O)c2ccccc2)c1
→ -16, -4, -4, i, -1, i, i, -7, 7*, i, i
- COc1ccc(-c2nn(-c3ccccc3)cc2/C=C(\C#N)S(=O)(=O)c2ccccc2)cc1OC
→ -14, -18, -3, i, -4, i, i, -4, i, i, i
- COc1ccc(-c2nc(CN3CCC(C(=O)N4CCOCC4)CC3)c(C)o2)cc1C
→ -5, 2, -1, i, 1, i, i, 1, i, i, i
- CCN1C(=O)/C(=C/N2CCc3ccccc3C2)SC1=S
→ -9, 3, 4, i, 2, i, i, -2, i, i, i
- Cc1nnc(SCCn2c(N3CC(C)CC(C)C3)nc3c2c(=O)[nH]c(=O)n3C)s1 (stereo unspecified)
→ -11, 0, -10, i, -2, i, i, 2, i, i, i
- O=C(c1ccco1)N1CCN(C(=O)N2CCCCC2)CC1
→ -13, -2, 0, i, -2, i, i, 6, i, i, i
- CCOC(=O)C1CCN(C(=O)N(C)C)CC1
→ -12, -2, -2, i, 0, i, i, 2, i, i, i
- CCN(CC(=O)Nc1ccc(Br)c(C)c1)CC(=O)NC(C)C
→ -21, 3, -3, i, -1, i, i, -6, i, i, i
- COc1ccc(CCC(C)Nc2ccccc2F)cc1 (stereo unspecified)
→ -4, 8, 2, i, -2, i, i, -2, i, i, i
- CC12CCC(C(=O)Nc3cccc4ccccc34)(C1Br)C2(C)C (stereo unspecified)
→ -14, -5, 14, i, 4, i, i, 3, i, i, i
- CC(=O)Nc1ccc(NC(=O)C2CCC(N3C(=O)C4C5C=CC(C6CC56)C4C3=O)CC2)cc1 (stereo unspecified)
→ -7, -1, -2, i, 3, i, i, 2, i, i, i

High-throughput results as filed in PubChem.
